TEAD-YAP inh: TEAD-YAP interaction inhibition | inhibition, % at 9.12 µM | HEK-TIYL cells, TEAD-Gal4/YAP UAS-luciferase luminescence | 640,000 compounds, 1.4% hits; in the data active means inhibition above about 32%;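 further: 0% = median of test compound wells and 100% = reference inhibitor wells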
FBW7 activator: activators of human E3 ligase FBW7; 650,000 compounds, 0.13% hits; AlphaScreen FBW7–phospho-cyclin E peptide binding, activator screen; normalized activity (activation), % at 26.1 µM; AID 1259310; Q969H0; in the data active means normalized activity above about 1.9%;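 further: purified mutant Fbw7 with reduced substrate affinity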
MITF primary: human MITF inhibition, primary screen | inhibition, % at 2.6 µM | O75030 | 650,000 compounds, 0.91% hits | AlphaScreen MITF homodimerization, bead proximity signal; in the data active means inhibition above about 50%;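 further: 0% = vehicle wells with protein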
Target sequence (O75030 whole entry, looked up): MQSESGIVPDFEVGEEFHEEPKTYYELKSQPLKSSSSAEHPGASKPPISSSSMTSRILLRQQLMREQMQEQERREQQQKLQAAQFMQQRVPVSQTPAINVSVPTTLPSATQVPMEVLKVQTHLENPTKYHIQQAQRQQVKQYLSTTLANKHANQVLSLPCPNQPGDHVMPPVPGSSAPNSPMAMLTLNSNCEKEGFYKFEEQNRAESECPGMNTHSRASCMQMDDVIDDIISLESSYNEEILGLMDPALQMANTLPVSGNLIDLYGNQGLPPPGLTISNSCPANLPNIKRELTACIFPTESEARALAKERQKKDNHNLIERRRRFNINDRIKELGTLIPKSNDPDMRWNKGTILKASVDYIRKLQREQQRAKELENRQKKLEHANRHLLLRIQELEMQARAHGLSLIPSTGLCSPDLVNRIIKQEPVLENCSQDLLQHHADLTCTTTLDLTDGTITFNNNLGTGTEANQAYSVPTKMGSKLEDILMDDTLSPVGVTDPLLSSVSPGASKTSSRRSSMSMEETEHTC
GPR151 activ: activates the human receptor GPR151; activation, % at 11.2 µM; 650,000 compounds, 1% hits; PathHunter beta-arrestin GPR151 cells, luminescence; Q8TDV0; in the data active means activation above about 4.9%;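 further: 0% = median of compound wells and 100% = cells with positive control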
Target sequence (Q8TDV0 whole entry, looked up): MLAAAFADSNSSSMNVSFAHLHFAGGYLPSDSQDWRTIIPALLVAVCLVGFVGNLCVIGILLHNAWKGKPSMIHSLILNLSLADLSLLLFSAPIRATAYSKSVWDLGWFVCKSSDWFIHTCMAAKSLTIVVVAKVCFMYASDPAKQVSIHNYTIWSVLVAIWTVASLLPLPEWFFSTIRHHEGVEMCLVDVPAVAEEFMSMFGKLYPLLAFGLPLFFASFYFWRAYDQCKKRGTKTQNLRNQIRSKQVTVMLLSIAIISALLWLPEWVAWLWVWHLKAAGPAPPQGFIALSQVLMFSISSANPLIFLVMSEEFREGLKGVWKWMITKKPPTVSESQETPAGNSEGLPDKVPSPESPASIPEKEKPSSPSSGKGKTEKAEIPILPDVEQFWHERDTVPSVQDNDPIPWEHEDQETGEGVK
Numbers without * were called inactive.

item	SMILES	TEAD-YAP inh	FBW7 activator	MITF primary	GPR151 activ
1	Fc1ccccc1-c1nc(NCCC2=CCCCC2)c2ccccc2n1	14.1	-0.1	13.0	-0.9
2	COc1cccc(CN2CCCN(C)CC2)c1	4.0	-0.1	41.6	0.6
3	COC(=O)c1c(NC(=O)c2sc3ccccc3c2Cl)sc2c1CCC(C)C2 (stereo not drawn)	3.3	0.2	-2.6	0.2
4	Cc1ccc(NC(=O)c2c[nH]c(=O)n(-c3ccc(C)c(C)c3)c2=O)cc1	-1.2	-0.2	4.2	-1.2
5	COC(=O)Cn1c(=O)c2c(nc3n2CCCN3c2ccc(F)cc2)n(C)c1=O	7.3	0.0	2.4	-1.0
6	COC(=O)C1=CN(Cc2ccc(OC)cc2)C=C(C(=O)OC)C1c1cc(Cl)c(O)c(OC)c1	2.2	0.0	7.0	-1.3
7	Cn1c(/C(C#N)=C/c2ccc(C(F)(F)F)cc2)nc2ccccc21	-1.6	0.1	9.9	0.4
8	COc1cc(C(=O)N2CCN(C(=O)c3ccc4cc[nH]c4c3)CC2)cc(OC)c1OC	16.7	-0.1	1.9	2.3
9	O=C(NNC(=O)C1CCN(C(=O)Nc2ccccc2)CC1)c1ccc([N+](=O)[O-])cc1	5.3	0.0	3.0	-0.7
10	COc1ccc(-n2c(=O)c(C#N)cc3c(=O)n4cccc(C)c4nc32)cc1	4.3	0.1	5.2	0.8
11	COc1ccc(S(=O)(=O)NC2CCCCC2)cc1NC(C)=O	12.7	0.1	6.6	-0.5
12	CCCC(=O)Nc1cnc(NC(=O)c2cccc(F)c2)cc1C	19.1	0.1	15.2	-5.1
13	CC(=O)O[C@@H]1C=C[C@@]2(C)C(C[C@@H](OC(C)=O)[C@@]3(C)C4=CC(=O)O[C@@H](c5ccoc5)[C@]4(C)CCC23)C1(C)C (stereo partly drawn)	-6.6	0.1	18.9	1.8
14	CN1CCC(N2C[C@@H]3C[C@@H](c4cn(C)nc4-c4ccccc4)N4CCC[C@@]34C2=O)CC1	3.7	0.1	10.1	-0.2
15	COc1ccc(-c2cccc3c2OC(CNC(=O)c2cccc(Cn4cccn4)c2)C3)nn1 (stereo not drawn)	11.0	0.1	-5.6	-0.5
16	COCCn1nnnc1C(c1ccccc1OC)N1CCc2ccccc2C1 (stereo not drawn)	-6.8	-0.1	3.7	0.3
17	CCc1ccc(NC(=O)c2cc(S(=O)(=O)N3CC(C)CC(C)C3)ccc2F)cc1 (stereo not drawn)	3.5	-0.1	5.9	-1.6
18	O=[N+]([O-])c1ccc(NC(=S)NCc2ccccn2)cc1	-7.9	-0.1	12.8	-1.4
19	CCOC(=O)c1sc(NC(=O)c2ccc(F)cc2)c(C(=O)OCC)c1C	2.0	-0.2	-2.1	0.9
20	NC1=NC(=O)/C(=C/c2cc(Cl)cc(Cl)c2O)S1	1.3	0.6	11.7	-0.5
21	N#C/C(=C\c1cccc([N+](=O)[O-])c1)C(=O)Nc1sc2c(c1C(N)=O)CCCC2	-0.4	0.2	-11.1	1.3
22	COC(=O)C1=C(C)NC(C)=C(C(=O)OC)C1c1ccc(NC(C)=O)cc1	-16.0	-0.2	3.0	0.1
23	CCOC1=NN(c2ccc([N+](=O)[O-])cc2)C(=O)/C1=C\c1cccc(Cl)c1Cl	8.5	0.0	-5.3	0.0
24	Cc1cc(NC(=O)c2cc3nc(-c4ccc(Cl)c(Cl)c4)cc(C(F)(F)F)n3n2)no1	14.3	-0.1	6.6	0.6
25	O=C(c1cccc([N+](=O)[O-])c1)N1CCN(c2nc(-c3ccc(F)cc3)cs2)CC1	-5.6	-0.1	-8.3	3.1
26	CCOC(=O)c1oc2ccc(OC)cc2c1C	-32.6	-0.1	11.4	0.0
27	COC(=O)CCC(=O)Nc1ccc(S(=O)(=O)N2CCOCC2)cc1	4.2	0.1	0.4	-0.1
28	CN(C)S(=O)(=O)c1ccc(NC(=O)C(=O)Nc2ccc3c(c2)OCCO3)cc1	4.4	-0.1	-5.7	-1.1
29	Cc1csc(NC(=O)CSc2ccc3nnc(-c4ccccn4)n3n2)n1	-4.5	-1.1	2.5	-1.4
30	COc1ccc(S(=O)(=O)N(C)C)cc1NC(=O)CSc1nc(N)cc(N)n1	-1.0	0.0	-7.5	2.2
31	CC(=O)N1CCN(c2ccccc2NC(=O)c2cc3ccccc3o2)CC1	4.6	-0.1	-3.4	0.5
32	N#CCCOC1(C#CCN2CCCCC2)CCCCC1	-1.6	0.0	5.4	-0.7
33	Cc1ccc(C)c(OCC(=O)Nc2ccc(F)cc2)c1	-67.1	0.3	-5.0	-0.1
34	Cc1ccc(NC(CC(=O)c2ccccc2)C(=O)O)cc1C (stereo not drawn)	19.6	0.0	-2.4	-0.2
35	Cc1ccc(/C=C2N=C(/C=C/c3cccc(Cl)c3Cl)OC\2=O)o1	1.2	0.1	9.7	1.1
36	CC(=O)Nc1ccccc1NC(=O)COc1cccc2ccccc12	0.4	0.0	9.2	2.0
37	CCOc1cc(C(=S)N2CCOCC2)ccc1OC(=O)c1cc(OC)c(OC)c(OC)c1	-3.1	0.0	18.7	-1.9
38	COc1cc2cc(C(=O)N3CCOCC3)cc(-c3ccc(C)cc3)c2cc1OC	-3.6	-0.1	15.7	0.1
39	COc1ccc(CN(CC2CCC(C(=O)O)CC2)C(=S)Nc2ccccc2OC)cc1 (stereo not drawn)	-1.1	0.5	-7.1	1.4
40	CC(C)CN(CC(C)C)C(=O)CSc1nnnn1-c1ccc(O)cc1	-10.1	-0.2	-1.2	-0.7
41	CCCCc1ncc(CN2CCCC(C(=O)Nc3cccc(-n4cnnn4)c3)C2)[nH]1 (stereo not drawn)	14.0	-0.1	1.7	1.5
42	COc1ccc(C2(C(=O)NC(C)(C)CO)CCCC2)cc1OC	3.6	0.1	-0.6	0.7
43	Nc1cc(Br)cnc1N	-17.8	-0.2	78.1*	-0.2
44	CCc1ccc(-c2nc3cc(NC(=S)NC(=O)c4ccco4)ccc3o2)cc1	-37.2	0.0	4.8	-0.3
45	CS(=O)(=O)N1CCC(C(=O)Nc2ccccc2NC(=O)c2ccccc2F)CC1	2.8	0.1	48.5	-0.5
46	COc1ccc(Cn2c(-c3nonc3N)nc3ccccc32)cc1	-5.6	0.1	0.4	1.3
47	Cc1cc(=O)[nH]c2nnc(SCC(=O)Nc3ccccc3C(F)(F)F)n12	8.5	-0.1	6.0	0.0
48	Cc1ccc(-c2nnc(Nc3cccc(O)c3)c3ccccc23)cc1S(=O)(=O)N1CCN(C)CC1	5.8	0.2	-7.1	-1.2
49	COc1ccc(CNc2oc(Cc3ccc(Cl)cc3)nc2P(=O)(OC)OC)cc1	3.3	0.0	6.3	1.8
50	C(=N\n1cnnc1)/c1cn(Cc2ccccc2)c2ccccc12	-1.4	0.2	8.1	-0.6

Only MITF primary, TEAD-YAP inh and GPR151 activ, for some of the entries so far:
cpd	Molecule	MITF primary	TEAD-YAP inh	GPR151 activ
42	COc1ccc(C2(C(=O)NC(C)(C)CO)CCCC2)cc1OC	-0.6	3.6	0.7
27	COC(=O)CCC(=O)Nc1ccc(S(=O)(=O)N2CCOCC2)cc1	0.4	4.2	-0.1
41	CCCCc1ncc(CN2CCCC(C(=O)Nc3cccc(-n4cnnn4)c3)C2)[nH]1 (stereo not drawn)	1.7	14.0	1.5
26	CCOC(=O)c1oc2ccc(OC)cc2c1C	11.4	-32.6	0.0
37	CCOc1cc(C(=S)N2CCOCC2)ccc1OC(=O)c1cc(OC)c(OC)c(OC)c1	18.7	-3.1	-1.9

The listing continues.
item	SMILES	TEAD-YAP inh	FBW7 activator	MITF primary	GPR151 activ
51	Cc1ccc(OCC(=O)Nc2cccc(C(=O)Nc3ccccc3C(=O)O)c2)cc1	-2.3	0.2	-12.4	-0.5
52	CC1CN(S(=O)(=O)Cc2ccccc2)CC(C)O1 (stereo not drawn)	-1.6	0.2	-3.9	2.1
53	COc1cc([N+](=O)[O-])ccc1NC(=O)C1(c2ccccc2)CCCC1	0.1	0.1	8.2	0.8
54	O=C(CNC(=O)c1ccccc1)NCC(=O)OCC(=O)c1ccc(C2CCCCC2)cc1	11.2	0.4	5.6	0.4
55	Cc1cc(C)c(NC(=O)CSc2ncnc3c2cnn3-c2ccc(Cl)cc2)c(C)c1	6.1	0.0	3.0	-0.9
56	Cc1ccc(-c2cc(C(=O)NC3CCCC3)no2)cc1	-69.7	0.4	19.9	-0.3
57	COc1ccc(/C=C/C(=O)Nc2cccc(C)c2C)cc1S(=O)(=O)N1CCOCC1	-6.9	0.1	2.2	1.0
58	O=C1C(=O)N(C(c2ccccc2)c2ccccc2)c2ccccc21	10.1	0.1	17.3	0.3
59	Cc1oc(-c2ccccc2F)nc1CS(=O)CC(=O)NCc1ccccn1 (stereo not drawn)	5.6	-0.4	-2.9	-0.1
60	COCCn1c(=NC(=O)c2ccc(OC)cc2)sc2ccccc21	-13.5	0.0	12.4	-0.6
61	CCCC(c1nnnn1CC1CCCO1)N1CCN(c2ccccc2)CC1 (stereo not drawn)	-0.3	0.1	13.7	2.2
62	O=C(CCC(=O)N(CC(=O)NC1CCCC1)C1CCCC1)Nc1ccccn1	0.4	0.1	8.2	-0.2
63	Cc1ccnc(NC(=O)Cc2noc3ccccc23)c1	-37.8	0.3	9.8	-1.0
64	Brc1ccc(C2=CC(c3cccs3)n3c(nc4ccccc43)N2)s1 (stereo not drawn)	-44.4	0.0	2.2	-0.9
65	CC1(C)CC(=O)C2=C(C1)OC(N)=C(C#N)C2c1cc([N+](=O)[O-])cs1 (stereo not drawn)	10.8	0.0	6.8	-0.3
66	Cc1ccccc1-n1nc2c(c1NC(=O)c1ccc(Br)o1)CSC2	-8.0	-0.2	2.7	0.6
67	Cc1cc(C(=O)N2CCc3nnc(C(NC(=O)C4CCOC4)C(C)C)n3CC2)c(C)o1 (stereo not drawn)	5.4	-0.1	17.0	0.8
68	COc1ccc(NC(=O)CC2C(=O)N(c3ccc(F)cc3)C(=S)N2NC(=O)c2ccccc2)cc1 (stereo not drawn)	-29.5	0.2	-15.2	-0.2
69	COCCCNC(=O)CSc1nc2ccc(N3CCCCC3)cc2c(=O)n1Cc1ccccc1	-10.6	-0.1	-1.2	-0.5
70	COc1ccc(-n2c(=O)c(C#N)cc3c(=O)n4cccc(C)c4nc32)c(OC)c1	-1.8	0.1	9.9	-0.7
71	COCCN1C(=O)CCC2(CCC(=O)NC2)C1=O (stereo not drawn)	2.2	-0.1	4.1	0.9
72	Fc1cc(-c2nc(Nc3cccc(CN4CCCC4)c3)ncc2F)cc(N2CCOCC2)c1	93.3*	0.4	11.0	-1.1
73	Nc1cc(N)nc(SCC(=O)NCCN2C(=O)CSC2=O)n1	-4.9	-0.1	-8.0	0.1
74	O=C(O)COc1ccc(NC(=O)COc2ccccc2)cc1	2.7	0.1	8.8	-0.8
75	Cc1ccccc1/C(O)=C/C(=O)C(F)(F)F	-21.3	-0.1	-10.9	0.8
76	COc1ccccc1-n1c(SCC(=O)Nc2nc(C)cs2)nnc1-c1cccnc1	53.0*	0.2	11.4	-0.5
77	Cc1ccc2nsnc2c1NC(=O)Cc1ccccc1	-0.9	-0.1	7.3	0.3
78	CC(=O)Nc1ccc(CN2CCc3nc(N4CCCC(C)C4)[nH]c(=O)c3C2)cc1 (stereo not drawn)	3.9	0.0	-5.0	-1.1
79	COc1ccc(-c2cc(C(F)(F)F)n3nc(C(=O)Nc4cccc(C)c4)cc3n2)cc1OC	-2.4	-0.1	-5.4	2.3
80	Cc1ccc(-c2csc(=NCc3ccccc3)n2Cc2ccccc2)cc1	2.2	-0.3	-11.1	-1.1
81	CNc1c([N+](=O)[O-])cc(C(=O)O)cc1[N+](=O)[O-]	5.0	0.0	-7.0	-0.1
82	CCOC(=O)c1c(N)sc2c1CCN(CC)C2	1.3	-0.2	3.4	-2.1
83	O=C(N/N=C/c1ccc(I)o1)c1ccc([N+](=O)[O-])cc1	-11.0	-0.1	-4.7	2.1
84	COc1ccc(CCn2c(SCC(=O)Nc3ccccc3Cl)nc3ccccc3c2=O)cc1OC	-12.7	0.4	7.5	1.7
85	CCOC(=O)c1sc(NC(=O)COc2ccc(Br)cc2Br)c(C(=O)OCC)c1C	16.3	0.1	-12.2	0.1
86	O=C(N1CCc2nc(N3CCCC3)[nH]c(=O)c2C1)N(c1ccccc1)c1ccccc1	3.3	-0.1	-3.4	0.4
87	Cc1[nH]nc2c1C(c1cccc(Cl)c1)C1=C(CC(C)(C)CC1=O)N2 (stereo not drawn)	9.8	0.2	20.6	-1.1
88	Cc1ccccc1OCC(=O)n1nnc2ccccc21	1.0	0.0	2.9	-0.2
89	O=C1/C(=C/c2ccc(Cl)c([N+](=O)[O-])c2)SC(=Nc2ccccc2)N1c1ccccc1	10.3	0.0	-0.1	-0.7
90	CCC(C)NC(=O)N1c2ccccc2Sc2ccccc21 (stereo not drawn)	6.3	-0.1	-7.1	-0.9
91	NC(=O)N/N=C/c1sc(N2CCCCC2)nc1-c1cccs1	-0.3	-0.3	-4.6	-1.2
92	Cc1ccc(Cl)cc1N1CCN(C(=O)CCN2C(=O)COc3ccccc32)CC1	0.5	-0.1	0.6	-0.3

Structures listed so far that have bromine (4):
item	SMILES	TEAD-YAP inh	FBW7 activator	MITF primary	GPR151 activ
43	Nc1cc(Br)cnc1N	-17.8	-0.2	78.1*	-0.2
64	Brc1ccc(C2=CC(c3cccs3)n3c(nc4ccccc43)N2)s1 (stereo not drawn)	-44.4	0.0	2.2	-0.9
66	Cc1ccccc1-n1nc2c(c1NC(=O)c1ccc(Br)o1)CSC2	-8.0	-0.2	2.7	0.6
85	CCOC(=O)c1sc(NC(=O)COc2ccc(Br)cc2Br)c(C(=O)OCC)c1C	16.3	0.1	-12.2	0.1
